High-throughput results: PubChem, several laboratories
hcDAF-12 act = activates DAF-12 receptor from parasite H. contortus. HEK293 hcDAF-12 lit1-tk-luc reporter, luminescence; 0% DMSO, 100% Δ7-dafachronic acid. activation, % at 6.8 µM. hit rate 1.4% among 370,000. AID 652067;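 active means activation above the mean of all tested compounds plus 3 SD, cut at about 5.5% in these data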;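 further: 100% = response to 3 µM Δ7-dafachronic acid high control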
ADAM17 inh = ADAM17 inhibition, QFRET primary screen; inhibition, % at 6.95 µM; hit rate 0.83% among 370,000; recombinant ADAM17, EDANS/DABCYL FRET peptide cleavage; AID 720648;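 active means inhibition above the mean of compounds lying between control limits plus 3 SD, set per campaign, cut at about 8.5% in these data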;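 further: 0% = DMSO-only wells as the low control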
hgDAF12 agonist = agonists of H. glycines DAF-12 nuclear receptor. HEK293 GAL4-hgDAF12 UAS-luciferase reporter, agonist luminescence; normalized to butyrate control. activation, % at 6.8 µM. hit rate 1.8% among 370,000;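 active means activation above a cutoff set at the mean of all screened compounds plus 3 SD, cut at about 10% in these data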;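 further: 0% = DMSO wells and 100% = sodium butyrate wells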
SMARCA2 act = SMARCA2 function activation, primary screen. MG213 cells, MMTV-luciferase reporter, dexamethasone, overnight. activation, % at 9.1 µM. hit rate 1% among 370,000. AID 652017; in the data active means activation above about 7.8%;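 further: 0% = vehicle wells and 100% = reference activator wells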
PG9 Ab binder = PG9 antibody binding by small molecule; TR-FRET gp120-PG9 antibody binding; inhibition, % at 6.7 µM; hit rate 0.43% among 360,000; in the data active means inhibition above about 8.5%
DAX1 inh-1 = NR0B1 (DAX1) inhibition; P51843; HEK293 Gal4-DAX1 luciferase reporter, luminescence; inhibition, % at 6.75 µM; hit rate 0.99% among 340,000; AID 504766;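 active means inhibition above the mean over all tested compounds plus 3 SD, cut at about 4.2% in these data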;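 further: 0% = DAX1-transfected cells with DMSO and 100% = empty-vector control cells with DMSO; inhibition shows as a rise in luminescence from relieved DAX1 repression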
Target sequence (P51843 207-470 limits assumed): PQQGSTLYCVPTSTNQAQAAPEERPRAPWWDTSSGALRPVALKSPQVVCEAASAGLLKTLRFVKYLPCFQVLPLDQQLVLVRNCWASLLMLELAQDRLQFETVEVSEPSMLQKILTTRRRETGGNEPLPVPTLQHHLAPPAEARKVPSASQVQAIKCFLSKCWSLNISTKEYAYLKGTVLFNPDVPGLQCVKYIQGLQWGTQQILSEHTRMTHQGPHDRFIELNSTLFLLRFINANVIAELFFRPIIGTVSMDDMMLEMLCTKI
GC-A act = GC-A (human) enzyme activation | P16066 | HEK293 GC-A cells, cGMP TR-FRET, EC30 ANP; 0% at EC30 ANP, 100% saturating ANP | activation, % at 10 µM | hit rate 0.14% among 370,000; in the data active means activation above about 40%
ssDAF-12 act = activators of S. stercoralis DAF-12 nuclear receptor; HEK293 ssDAF-12/GRIP1 lit1-tk-luc reporter, luminescence; % of 3 µM dafachronic acid response; activation, % at 6.8 µM; hit rate 1% among 370,000; AID 652126;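 active means activation above the mean over all tested compounds plus 3 SD, cut at about 0.9% in these data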;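 further: 0% = DMSO-only wells and 100% = 3 µM delta7-dafachronic acid wells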
FXN GAA850 act = activators of GAA850 frataxin (FXN) promoter | activation, % at 6 µM | HEK293 lucGAA850 FXN promoter luciferase reporter, 24 h; percent of 10 µM SAHA response | hit rate 0.56% among 360,000;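 active means activation above the average of all compounds screened plus 3 SD, cutoff fixed separately per campaign, cut at about 7.5% in these data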;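 further: 0% = DMSO wells and 100% = 10 µM SAHA wells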
DAX1 inh-2 = inhibitors of DAX1 repression of SF-1 activated StAR promoter; HEK293T StAR-luciferase reporter, SF-1/DAX-1 repression relief; inhibition, % at 6.8 µM; hit rate 1.1% among 370,000; AID 652010;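 active means inhibition above the mean over all tested compounds plus 3 SD, cut at about 3.6% in these data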;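 further: 0% = DAX-1 cells with DMSO and 100% = cells lacking DAX-1 with DMSO; higher inhibition means more luminescence from relief of DAX-1 repression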
ADAM10 inh = ADAM10 inhibition, QFRET primary screen; O14672; recombinant ADAM10, EDANS/DABCYL FRET peptide cleavage, 3 h; inhibition, % at 7 µM; hit rate 0.62% among 370,000;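 active means inhibition above a per-campaign cutoff equal to the mean of compounds falling between control-based bounds plus 3 SD, cut at about 20% in these data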;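 further: 0% = DMSO wells while the 100% control is not disclosed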
Target sequence (O14672 214-748 limits assumed): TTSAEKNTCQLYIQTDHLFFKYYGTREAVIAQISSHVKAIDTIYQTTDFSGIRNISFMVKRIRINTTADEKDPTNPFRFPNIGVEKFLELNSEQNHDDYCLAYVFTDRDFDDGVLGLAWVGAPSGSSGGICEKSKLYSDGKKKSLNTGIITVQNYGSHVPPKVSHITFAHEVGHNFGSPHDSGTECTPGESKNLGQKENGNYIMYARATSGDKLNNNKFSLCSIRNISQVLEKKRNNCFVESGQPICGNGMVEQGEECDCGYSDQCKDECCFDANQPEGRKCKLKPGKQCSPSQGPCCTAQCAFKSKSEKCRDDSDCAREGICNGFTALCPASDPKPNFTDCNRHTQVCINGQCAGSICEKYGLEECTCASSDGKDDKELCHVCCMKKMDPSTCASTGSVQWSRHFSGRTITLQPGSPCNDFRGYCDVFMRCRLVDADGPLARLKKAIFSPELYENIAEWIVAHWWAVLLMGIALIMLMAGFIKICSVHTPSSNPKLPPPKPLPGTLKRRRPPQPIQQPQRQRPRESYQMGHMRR
An asterisk follows results filed as active; · = not tested or not shown.

SMILES | hcDAF-12 act | ADAM17 inh | hgDAF12 agonist | SMARCA2 act | PG9 Ab binder | DAX1 inh-1 | GC-A act | ssDAF-12 act | FXN GAA850 act | DAX1 inh-2 | ADAM10 inh
CCOC(=O)Nc1sc(C)c(C)c1C(N)=O | -3.5 | -2 | 2.0 | -5 | -2.5 | -1.9 | -1 | -1.9 | 2.4 | -0.7 | 5
COc1cc(/C=C/C(=O)OCC(=O)NC2CCCCCCC2)ccc1O | -0.8 | -13 | 2.2 | 0 | 0.0 | 1.0 | -3 | -0.3 | -1.9 | -2.6 | -70
COc1ccc(S(=O)(=O)N2CCOCC2)cc1NC(=O)COC(=O)C1CC1C (configuration not stated) | 1.0 | -3 | 0.2 | -2 | 0.6 | -0.5 | -1 | -1.5 | 0.4 | -0.1 | -7
Cc1cccc(C)c1NC(=O)CNC(=O)CNC(=O)Cc1cccc2ccccc12 | -1.2 | -1 | -1.3 | 3 | -0.6 | 0.1 | 2 | -1.0 | -1.2 | 0.1 | -9
CCNC(=O)CC1C(=O)N(CC)C(=S)N1NC(=O)c1cccnc1 (configuration not stated) | -1.5 | 6 | 0.9 | -5 | 2.0 | 1.2 | -5 | -1.7 | -0.1 | 0.2 | 7
COCCNC(=O)C1(C)CCCN(Cc2ccc(C)c3ccccc23)C1 (configuration not stated) | -1.8 | -4 | -2.2 | -6 | 0.5 | · | -1 | -1.0 | -0.6 | -0.3 | 1
CC(C)(C)n1nnnc1C(c1ccc(C#N)cc1)N1CCCC2(CCCCC2)C1 (configuration not stated) | -1.6 | 0 | -1.3 | 0 | -2.5 | -0.4 | 2 | -0.2 | 1.9 | 0.1 | 4
COc1ccc(OC)c(CN2CCN(C(=O)c3cccc(S(=O)(=O)N(C)c4ccccc4)c3)CC2)c1 | -1.1 | 0 | 2.0 | 2 | -2.0 | -1.6 | -6 | -1.0 | -2.5 | 0.0 | 5
CCc1ccc(NC(=O)Cn2cnc([N+](=O)[O-])c2)cc1 | -0.4 | -1 | 0.8 | 0 | -1.3 | 3.3 | -2 | -0.6 | -0.6 | -0.1 | 4
COc1ccccc1CNC(=O)CN(C)S(=O)(=O)c1ccc2c(c1)n(C)c(=O)c(=O)n2C | -2.8 | -10 | -1.1 | -1 | 3.0 | 0.3 | 5 | -1.6 | -0.1 | -0.4 | -14
Cc1ccc(-c2ccc3c(c2)O[C@H](CN(C)Cc2cncnc2)[C@@H](C)CN([C@H](C)CO)S3(=O)=O)cc1 | -1.7 | -3 | -0.4 | -2 | -0.9 | -0.3 | 1 | -1.5 | 0.2 | -1.7 | -7
CC(=O)c1cccc(NC(=O)c2ccc(S(=O)(=O)N3CC(C)OC(C)C3)cc2)c1 (configuration not stated) | -0.1 | 2 | -1.0 | 6 | -3.9 | 0.0 | 0 | -1.3 | 0.1 | 0.2 | 3
CCCCOCCCNC(=O)C[C@@H]1C[C@@]2(C(=O)OC)CCCCC=C2N(CCC2=CCCCC2)C1=O | 0.6 | 3 | 2.0 | -3 | 0.8 | · | -2 | -1.6 | · | -1.5 | 4
CC(=O)Nc1ccc(S(=O)(=O)N(C)c2ccc(OCC(=O)OCC(=O)NCc3ccco3)cc2)cc1 | -1.0 | 3 | 1.6 | 4 | -0.4 | 1.9 | -1 | -1.3 | 0.5 | -0.3 | 10
COc1ccc(CC(=O)NCC(C)(C)N2CCOCC2)cc1 | 0.0 | -2 | -0.4 | 1 | -4.9 | 0.2 | -1 | -0.8 | 1.7 | 0.2 | 13
CCc1nc2ccc(C(=O)Nc3cccc(NS(C)(=O)=O)c3)cn2c1N(C)CCN1CCOCC1 | -0.3 | -1 | 4.2 | -1 | -1.3 | · | 0 | -1.4 | -0.1 | 1.6 | -10
CSCCNC(=O)C1(C)CCN1C(=O)CCc1ccccc1 (configuration not stated) | -0.5 | -5 | -1.5 | 2 | -2.9 | · | 3 | -1.5 | -0.1 | 1.9 | 0
CC(C)(C)c1ccc(S(=O)(=O)NCC2CCN(C(=O)C(=O)c3cc4ccccc4o3)CC2)cc1 | -1.1 | 9.8* | -2.1 | -6 | -1.8 | · | -1 | -1.2 | · | -1.6 | 24*
CN(Cc1ccccc1)S(=O)(=O)c1ccc(OCC(=O)Nc2cccc([N+](=O)[O-])c2)cc1 | -1.5 | 0 | -1.3 | -3 | -0.4 | 0.3 | -3 | -1.6 | -0.3 | -0.3 | 5
O=C(NC1CCCC1)C(c1ccccc1F)N(C(=O)Cc1cccs1)c1ccc2c(c1)OCCO2 (configuration not stated) | -2.1 | 3 | -3.4 | 0 | -0.8 | -1.2 | -12 | -1.2 | -0.4 | -0.6 | 14
CCC(=O)c1ccc(OCC(O)Cn2nnc3ccccc32)cc1 (configuration not stated) | 1.1 | -4 | 0.9 | 3 | -0.5 | 0.0 | -5 | -0.5 | 5.2 | 0.9 | 2
Cc1cc(C)c2c(c1)/C(=N/NS(=O)(=O)c1ccccc1)CCC2 | 1.8 | -7 | -0.9 | -4 | 0.1 | 0.5 | -2 | -0.2 | -0.2 | 0.5 | -6
Cc1ccc([C@H]2N[C@]3(CCCN(CC4CCCCC4)C3=O)[C@H]3C(=O)N(Cc4ccccc4)C(=O)[C@@H]23)cc1 | 2.2 | -6 | 1.0 | -5 | -1.9 | -0.6 | -2 | -1.1 | -7.6 | -0.6 | 2
CCc1ccc(C2=Nn3c(nnc3-c3cccs3)SC2)cc1 | -2.6 | 1 | 0.6 | 1 | -2.1 | -1.1 | 12 | -1.8 | 2.1 | -1.7 | 5
CCCCCn1c(N2CCOCC2)nc2c1c(=O)n(CC(N)=O)c(=O)n2C | -0.2 | -6 | -0.8 | 1 | -0.6 | 0.5 | -1 | -0.4 | -0.3 | -0.1 | 4

Next section, starting with the last 2 of the part before.
SMILES | hcDAF-12 act | ADAM17 inh | hgDAF12 agonist | SMARCA2 act | PG9 Ab binder | DAX1 inh-1 | GC-A act | ssDAF-12 act | FXN GAA850 act | DAX1 inh-2 | ADAM10 inh
CCc1ccc(C2=Nn3c(nnc3-c3cccs3)SC2)cc1 | -2.6 | 1 | 0.6 | 1 | -2.1 | -1.1 | 12 | -1.8 | 2.1 | -1.7 | 5
CCCCCn1c(N2CCOCC2)nc2c1c(=O)n(CC(N)=O)c(=O)n2C | -0.2 | -6 | -0.8 | 1 | -0.6 | 0.5 | -1 | -0.4 | -0.3 | -0.1 | 4
Cc1cc(C(=O)N/N=C/C=C/c2ccc([N+](=O)[O-])cc2)n[nH]1 | -0.7 | 2 | -3.6 | 1 | -5.7 | -0.6 | -6 | -1.9 | -0.6 | -1.1 | 6
CC(C)CCNC(=S)Nc1ccc(Br)cc1 | -0.4 | 1 | 5.2 | 0 | 0.8 | -0.4 | 4 | -0.9 | 3.5 | 0.1 | 2
Cc1cc(C)n2nc(-c3ccsc3-n3c(C)ccc3C)cc2n1 | -1.5 | -5 | -0.1 | 4 | -3.2 | -0.5 | -13 | -0.7 | 4.6 | 0.0 | -25
CSc1nc2ccccc2c(=O)n1Cc1ccc(F)cc1 | -0.3 | -5 | -1.4 | -4 | 0.4 | -1.6 | -3 | -1.3 | -0.2 | -0.1 | -6
COC(=O)c1cc2c(c3c4cc(C)ccc4n(S(=O)(=O)c4cccc(C)c4)c13)C(=O)N(Cc1ccc(N(C)C)cc1)C2 | 0.4 | 1 | 3.9 | 4 | -2.2 | · | 0 | -1.1 | · | -1.0 | 1
Cc1cccc(CC2S/C(=N/N=C/c3ccco3)NC2=O)c1 (configuration not stated) | -2.7 | 0 | 0.1 | 4 | 0.6 | 0.6 | 0 | -0.8 | 0.9 | -0.7 | 12
CC(=O)SC(C)CC(=O)NCc1ccccc1 (configuration not stated) | 0.2 | -5 | -0.1 | 1 | -0.8 | 0.2 | -5 | -1.5 | -1.6 | 0.0 | 4
O=C(O)CCCCCn1c(SCC(=O)Nc2ccc(F)cc2)nc2ccsc2c1=O | -1.5 | -3 | -4.1 | -2 | 2.6 | -0.8 | -1 | -0.9 | 1.3 | -0.1 | 8
COc1ccccc1NC(=O)Cn1nnc(-c2ccccc2NC(=O)c2cc3ccccc3oc2=O)n1 | 14* | 3 | 6.5 | 3 | -2.4 | 1.7 | -4 | 0.9 | 2.7 | 3.1 | 7
CCCc1cc(C(=O)N2CCCN(C)CC2)cs1 | -0.6 | -1 | -0.8 | -1 | -3.4 | -0.8 | 2 | -1.4 | 0.1 | 0.7 | 1
Cn1c(CCN2CCCC2)nc2cc(NC(=O)COc3ccc(Cl)cc3)ccc21 | 4.4 | -18 | -6.1 | -2 | -1.5 | -0.3 | -2 | -1.1 | 2.6 | 0.2 | -68
O=C1CCCN1CCCNc1ccc2nnc(CCC(=O)N3CCN(c4ccc(F)cc4)CC3)n2n1 | -1.2 | -2 | -1.0 | 0 | -2.1 | 0.7 | 5 | -0.6 | 0.6 | -0.5 | -8
CCOc1ccccc1C(=O)NCC(=O)Nc1ccc(-c2ccccc2)cc1 | 6.6* | -5 | 1.8 | 0 | 0.8 | 3.1 | 3 | 0.7 | 1.8 | 0.3 | -9
CC(=O)c1cccc(NC(=O)c2ccc(NC(=O)CC3SC(N4CCCCC4)=NC3=O)cc2)c1 (configuration not stated) | -1.6 | 3 | -2.0 | -1 | -1.4 | 0.4 | 0 | -0.9 | -1.6 | 0.0 | -2
O=C(CCN=C1NS(=O)(=O)c2ccccc21)OCc1nnc(-c2ccccc2)o1 | 0.9 | -1 | 2.9 | -1 | 0.9 | 1.1 | -5 | -1.0 | -1.5 | 2.1 | -10
NC(=O)c1c(NC(=O)COC(=O)CSc2nnc(-c3ccc(Cl)cc3)o2)sc2c1CCC2 | -2.2 | -5 | 0.5 | -2 | 1.9 | -2.2 | 51* | -0.2 | -3.0 | 0.0 | -12
O=C(C1CCC1)N1CCN(c2ccc(Cl)cc2)CC1 | -0.3 | -1 | 3.2 | -1 | -1.1 | 1.6 | 4 | -1.9 | 1.6 | 0.3 | 12
CSCCC(NC(=O)c1ccc(C(C)(C)C)cc1)C(=O)O (configuration not stated) | -0.4 | 3 | -0.6 | 1 | -2.2 | 1.3 | 0 | -0.7 | 0.8 | -0.1 | -1
COC(=O)CSc1nc(C)c(C)c(C)c1C(N)=O | 0.6 | -1 | -4.0 | -2 | -0.2 | 1.6 | 3 | -1.4 | 1.5 | -0.2 | 1
Cc1ccc(CSCCNC(=O)c2ccc(Cl)c(S(=O)(=O)N3CCOCC3)c2)cc1 | -1.7 | 0 | -3.6 | -8 | 1.3 | -4.4 | 1 | -1.6 | -2.7 | -1.3 | 5
CN(C)c1ccc(C(=O)c2ccc(O)cc2O)cc1 | 2.2 | 3 | 9.2 | 6 | -4.0 | 0.6 | -3 | 0.4 | 1.4 | 3.6 | 3
CCCCNc1cccc2c1S(=O)(=O)N(CCCC)CC(COCc1ccccc1)O2 (configuration not stated) | 1.5 | -4 | -0.7 | -1 | 0.9 | 2.5 | 1 | -0.7 | -0.3 | 0.5 | -9
CC[n+]1c(/C=C/N(C)c2ccccc2)oc2ccccc21 | -4.8 | 1 | -9.5 | -3 | 0.0 | -4.8 | 2 | -2.4 | -2.9 | -2.9 | -1
